Cl transport mod – KCC2 cotransporter modulators, thallium flux, primary screen, cell-based, HEK293 KCC2, FluoZin-2 fluorescence, MLSMR. KCC2 cells, thallium flux FluoZin-2 fluorescence. B-score of Tl+ flux slope (higher = more flux/activation; lower = inhibition) at 10 µM. 190,000 compounds, 2.2% hits. AID 1456, 2008;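 active means thallium flux slope and its plate-corrected score both differing from the plate sample mean at a set confidence after two filtering rounds, in either direction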;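 further: slope of fluorescence scaled to starting intensity during 10 to 20 s after thallium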
eIF4E-4G inh – eIF4E–eIF4G protein interaction inhibitors, primary screen, biochemical, uHTS, TR-FRET, eIF4GI fragment; Eukaryotic translation initiation factor 4E (Mus musculus) + Eukaryotic translation …; TR-FRET eIF4E-eIF4GI(517-606) binding, 2 h; inhibition, % at 21.7 µM; 220,000 compounds, 0.37% hits; AID 782, 2007;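 further: 0% = full FRET control wells and 100% = background wells lacking eIF4GI fragment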
Rad51 HR inh – human RAD51 strand exchange inhibitors, primary screen, biochemical, fluorescence; hRad51 DNA strand exchange, fluorescence dequenching; 200,000 compounds, 0.085% hits; AID 1385, 2008; inhibition, % at 10 µM;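 active means inhibition above 40% at the single screening dose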;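 further: 0% = DMSO control wells and 100% = blanks with heterologous ssDNA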
Target sequence (Q06609 whole entry, looked up): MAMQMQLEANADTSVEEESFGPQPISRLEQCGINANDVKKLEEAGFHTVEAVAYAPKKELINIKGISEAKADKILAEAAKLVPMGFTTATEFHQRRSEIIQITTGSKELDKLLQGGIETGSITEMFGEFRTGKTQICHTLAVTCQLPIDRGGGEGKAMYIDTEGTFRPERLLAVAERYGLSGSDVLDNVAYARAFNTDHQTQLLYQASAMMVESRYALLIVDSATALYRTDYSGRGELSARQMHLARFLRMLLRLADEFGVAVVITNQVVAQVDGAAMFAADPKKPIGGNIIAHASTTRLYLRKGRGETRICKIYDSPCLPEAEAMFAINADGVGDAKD
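Read-out basis: percent inhibition relative to plate controls and blanks / Assay system: human Rad51 nucleoprotein filaments preassembled on unlabelled ssDNA / Timing: filaments 15 min 37 °C, then compound 30 min / Control set: per-plate controls and blanks / Technique: fluorescence dequenching at 485/520 nm / Compound: 10 µM final, single point / Also added: Fluorescein- and BHQ1-tagged 47-mer duplex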
14-3-3 Bad PPI – inhibitors of 14-3-3 zeta/Bad binding, primary screen, biochemical, TR-FRET, bovine 14-3-3 zeta; inhibition, % at 21.7 µM; TR-FRET 14-3-3zeta/Dy647-pBad peptide displacement, 1 h; 220,000 compounds, 0.71% hits; 14-3-3 protein zeta/delta (Bos taurus), P63103;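 active means inhibition above about 70%, limit read from the data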;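 further: 0% = full 14-3-3 plus peptide FRET controls and 100% = background without 14-3-3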
Target sequence (P63103 whole entry, looked up): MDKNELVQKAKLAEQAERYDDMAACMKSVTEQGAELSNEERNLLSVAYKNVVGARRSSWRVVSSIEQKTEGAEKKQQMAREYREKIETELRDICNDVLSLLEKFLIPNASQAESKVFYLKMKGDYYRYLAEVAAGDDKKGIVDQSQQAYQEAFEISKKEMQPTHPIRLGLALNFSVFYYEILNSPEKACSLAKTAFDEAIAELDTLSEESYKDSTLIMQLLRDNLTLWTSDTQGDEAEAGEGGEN
Furin inhibitor – human furin inhibitors, primary screen, biochemical, fluorescence intensity; purified furin, fluorogenic substrate cleavage; P09958; 220,000 compounds, 0.061% hits; inhibition, % at 30 µM; AID 463115, 2010; in the data active means inhibition above about 25%; further: inactives centre near -15
NCF1 inh – p47phox/p22phox peptide binding inhibitors, primary screen, biochemical, uHTS, NADPH oxidase regulatory subunit; Neutrophil cytosol factor 1 (Homo sapiens), P14598; 220,000 compounds, 0.53% hits; inhibition, % at 24.7 µM; fluorescence polarization, 2 h;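 further: 0% = p47phox with labelled peptide and 100% = labelled peptide alone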
EBV gp42 block – Epstein-Barr virus gp42 inhibitors, primary screen, biochemical, uHTS, fluorescence polarization; Glycoprotein 42 (Epstein-Barr virus (strain AG876)), Q1HVG2; Fluorescence polarization binding assay, mP read-out; inhibition, % (tested at 21.74 µM); 220,000 compounds, 0.42% hits; AID 1085, 2008; in the data active means inhibition above about 50%
Target sequence (Q1HVG2 whole entry, looked up): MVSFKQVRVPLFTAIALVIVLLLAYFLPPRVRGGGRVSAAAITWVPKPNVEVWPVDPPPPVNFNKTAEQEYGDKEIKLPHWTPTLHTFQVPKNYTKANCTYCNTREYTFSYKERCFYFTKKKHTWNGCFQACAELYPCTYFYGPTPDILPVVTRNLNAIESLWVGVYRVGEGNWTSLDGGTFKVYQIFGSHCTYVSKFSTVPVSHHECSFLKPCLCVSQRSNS
hK5 inh – human KLK5 protease inhibitors, primary screen, biochemical, 1536-well. Kallikrein-5 (Homo sapiens), Q9Y337. recombinant hK5, fluorogenic AMC substrate cleavage. inhibition, % at 5 µM. 210,000 compounds, 0.59% hits. AID 873, 2007;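 active means inhibition of 40% or more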;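 further: 0% = enzyme controls without compound and 100% = no-enzyme blanks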
Target sequence (Q9Y337 67-293 limits assumed): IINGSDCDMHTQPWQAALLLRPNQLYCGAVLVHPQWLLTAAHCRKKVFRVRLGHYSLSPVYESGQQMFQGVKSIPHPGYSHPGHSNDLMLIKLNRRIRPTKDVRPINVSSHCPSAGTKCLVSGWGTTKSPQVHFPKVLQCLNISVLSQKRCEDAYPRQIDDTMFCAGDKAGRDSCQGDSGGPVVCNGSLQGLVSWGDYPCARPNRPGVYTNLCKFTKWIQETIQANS
Thrombin inh – human alpha-thrombin inhibitors, primary screen, counter-screen for coagulation protease inhibitor project, biochemical, 1536-well, fluorogenic AMC substrate; Prothrombin (Homo sapiens), P00734; Boc-VPR-AMC fluorogenic substrate cleavage; inhibition, % at 5 µM; 220,000 compounds, 0.26% hits; AID 1046, 2008;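 active means inhibition at or above 40%; inactive means inhibition below 40%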;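 further: 0% = enzyme with no compound and 100% = wells without enzyme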
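Material: human alpha-thrombin protein. Incubation: reaction at ambient temperature. Technique: fluorescence of released AMC, ex 355 nm, em 460 nm. Control set: no-compound enzyme wells and no-enzyme blanks. Also added: Boc-VPR-AMC substrate, 15 µM final. Buffer or medium: pH 7.5 Tris (50 mM) with NaCl 150 mM, Tween 20 0.05%.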
Starred values were filed as active, the others as inactive; x = not tested or not shown; [ ] = another dose, or the depositor's remark.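 How the source made its calls, unless noted: active means inhibition above about 30% (limit read from the data); inactive means the rest.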

Preview, 2 compounds:
mol | hK5 inh | eIF4E-4G inh | EBV gp42 block | Cl transport mod | Rad51 HR inh | 14-3-3 Bad PPI | Thrombin inh | NCF1 inh | Furin inhibitor
COc1ccc(NCc2ccc([N+](=O)[O-])s2)c(OC)c1 | -14 | -5 | 2 | 0.044 | 9 | 23 | -4 | 6 | -10
Cc1nn(-c2ccc(Cl)cc2)c(NC(=O)C(C)C)c(-c2ccccc2)c1=O | 3 | -10 | -12 | 0.83 | -14 | 1 | 0 | 0 | 0

This part in full (from the top)
mol | hK5 inh | eIF4E-4G inh | EBV gp42 block | Cl transport mod | Rad51 HR inh | 14-3-3 Bad PPI | Thrombin inh | NCF1 inh | Furin inhibitor
COc1ccc(NCc2ccc([N+](=O)[O-])s2)c(OC)c1 | -14 | -5 | 2 | 0.044 | 9 | 23 | -4 | 6 | -10
Cc1nn(-c2ccc(Cl)cc2)c(NC(=O)C(C)C)c(-c2ccccc2)c1=O | 3 | -10 | -12 | 0.83 | -14 | 1 | 0 | 0 | 0
COc1ccc2ncn(-c3ccccc3)c2c1 | 8 | 2 | -9 | 0.18 | 5 | 2 | -5 | 9 | -26
CCc1ccc(/C=N/Nc2ncnc3nc[nH]c23)cc1 | -2 | -3 | -5 | 1.2 | 0 | -2 | -3 | 7 | 4
O=C1CSC(c2ccccc2F)N1CCN1CCCCC1 (stereo not drawn) | -10 | 3 | -14 | 0.17 | -7 | 9 | 1 | -3 | -28
CCOc1ccc(NC(=S)N2CCC(C(N)=O)CC2)cc1 | -11 | 3 | -10 | 0.5 | 12 | 1 | -1 | -9 | -27
COc1ccc(CNC(=O)COC(=O)c2ccccc2OCC(=O)Nc2ccc(SC(F)F)cc2)cc1 | 3 | 4 | -21 | -0.004 | 18 | 4 | 2 | -17 | -15
COc1cccc(C(C(=O)NCc2ccco2)N(C(=O)Cn2nnc3ccccc32)C2CC2)c1OC (stereo not drawn) | -10 | 0 | -25 | -4 | 19 | 5 | 4 | -5 | 1
CCn1c2ccccc2c2cc(/C=N/n3c(-c4cc(C)[nH]n4)n[nH]c3=S)ccc21 | 3 | 4 | -8 | -0.8 | 9 | -12 | -7 | -23 | -18
CCN1C(=O)/C(=C\c2cccn2-c2ccc([N+](=O)[O-])cc2)N(CC)C1=S | -26 | 1 | -16 | -0.099 | x | 6 | -7 | -4 | -6
COc1ccccc1Nc1ccc(C(=O)NCc2cccs2)cn1 | -7 | 0 | -13 | -0.12 | -7 | -8 | 9 | -10 | -19
CC1=C(n2nnc([N+](=O)[O-])n2)C(c2cccnc2)C(C#N)=C(N)O1 (stereo not drawn) | -15 | -1 | 6 | 1.3 | x | -3 | -9 | 5 | -3
CC(C)(C)NC(=O)NC(=O)CN1CCN(c2ncc(C(F)(F)F)cc2Cl)CC1 | -15 | 1 | -1 | -1.2 | 1 | -10 | -1 | -12 | -19[20 µM]
CCOC(=O)N1CCN=C1SCc1ccc(C(F)(F)F)cc1 | -10 | 0 | -11 | -0.61 | -71 | 18 | 4 | -3 | -6
Cc1ccc(NC(=O)CSc2ncccn2)c([N+](=O)[O-])c1 | 1 | 3 | -14 | 1.1 | -1 | 9 | -17 | 2 | -11
CCOC(=O)c1nc(C)nc(Sc2n[nH]c(-c3cc(Cl)cc(Cl)c3)n2)c1C | 0 | -1 | -2 | -2.6 | -21 | 3 | -6 | 0 | -22
O=C(NC1CCCCCC1)C1CCN(c2nc3ccccc3o2)CC1 | 3 | 3 | 3 | x | x | -5 | -2 | 1 | -28
CCOC(=O)CC1C(=O)NCCN1S(=O)(=O)c1ccc(Cl)cc1Cl (stereo not drawn) | 5 | -10 | -17 | -0.49 | -12 | -13 | -7 | -2 | -5
CC(=O)N1CCC(=NNc2nc3ccccc3s2)CC1 | -2 | -1 | -5 | 0.039 | -9 | -8 | -14 | -9 | -11
CC(=O)c1ccc2c(c1)OCCOCCOCCO2 | 5 | -5 | -17 | 0.64 | 17 | 5 | -4 | -15 | -21
CCC(C)NC(=O)CCSCCC(=O)NC(C)CC (stereo not drawn) | -12 | 21[fluorescence artefact?] | -26 | 0.42 | -20 | 8 | -12 | -13 | -20
O=C(Nc1ccccn1)NC(C(F)(F)F)C(F)(F)F | -7 | 4 | -24 | -0.0031 | -1 | 13 | -6 | 9 | -11
O=[N+]([O-])c1ccc2c(c1)C=C1CCCCC1(N1CCCC1)O2 (stereo not drawn) | 0 | 3 | 6 | 0.34 | x | -18 | 1 | -5 | -20
Clc1ccc(CONc2ncnc3nonc23)c(Cl)c1 | 0 | 3 | -12 | -2 | 4 | -10 | -8 | -4 | -13
CSc1nnc2c(n1)c(C)nn2-c1cccc(C)c1 | -2 | -2 | -16 | -0.12 | -5 | 8 | 5 | -3 | 18[20 µM]

Retrieved by compound from the entries so far:
mol | hK5 inh | eIF4E-4G inh | EBV gp42 block | Cl transport mod | Rad51 HR inh | 14-3-3 Bad PPI | Thrombin inh | NCF1 inh | Furin inhibitor
O=C1CSC(c2ccccc2F)N1CCN1CCCCC1 (stereo not drawn) | -10 | 3 | -14 | 0.17 | -7 | 9 | 1 | -3 | -28
Cc1ccc(NC(=O)CSc2ncccn2)c([N+](=O)[O-])c1 | 1 | 3 | -14 | 1.1 | -1 | 9 | -17 | 2 | -11
CC(=O)c1ccc2c(c1)OCCOCCOCCO2 | 5 | -5 | -17 | 0.64 | 17 | 5 | -4 | -15 | -21
Clc1ccc(CONc2ncnc3nonc23)c(Cl)c1 | 0 | 3 | -12 | -2 | 4 | -10 | -8 | -4 | -13

Next section:
mol | hK5 inh | eIF4E-4G inh | EBV gp42 block | Cl transport mod | Rad51 HR inh | 14-3-3 Bad PPI | Thrombin inh | NCF1 inh | Furin inhibitor
Cc1ccc(Cn2ccc(NC(=O)C3C4CCC(C4)C3C(=O)O)n2)cc1 (stereo not drawn) | -4 | -5 | -6 | 0.25 | 0 | 4 | -8 | -1 | -8[20 µM]
CCN=C1S/C(=C\c2cn(CC)c3ccccc23)C(=O)N1CC | -2 | -15 | 16 | -1.8 | 4 | -8 | -12 | -14 | 3
CC(OC(=O)C(C)N1C(=O)C2C3C=CC(C4CC34)C2C1=O)C(=O)c1ccccc1 (stereo not drawn) | -9 | 10 | -1 | -1.5 | 2 | 0 | -9 | 4 | 4
CCNC(=S)N(CCc1cccc(C)c1)Cc1cc2cc(OC)c(OC)cc2[nH]c1=O | -10 | 3[fluorescence artefact?] | 2 | 0 | x | 0 | -3 | -6 | -31
CC1(C(=O)NC(=S)N(Cc2ccccc2)c2ccccn2)CC1(Cl)Cl (stereo not drawn) | -19 | 6 | -6 | -0.82 | 1 | -2 | -8 | -2 | -21
COc1ccc(CCNC(=O)C2CCN(S(=O)(=O)c3cccc4nonc34)CC2)cc1OC | -10 | -2 | -11 | 0.026 | -12 | 6 | 1 | -6 | -8[20 µM]
CCc1nc(Nc2ccc3nccnc3c2)c2oc3ccccc3c2n1 | -87 | 7[fluorescence artefact?] | -14 | -0.26 | 5 | 32 | -3 | -16 | -14
CCOc1ccc(C(=O)C[n+]2ccc(C(=O)NCc3ccccc3)cc2)cc1 | -3 | 0 | -23 | 0.88 | 4 | -2 | -9 | -9 | -16
O=[N+]([O-])c1ccccc1/C=N/NC1=NS(=O)(=O)c2ccccc21 | -1 | -2 | 2 | 0.86 | 4 | -7 | -17 | 0 | -20
COC(=O)c1ccccc1NC(=S)N(Cc1ccc2c(c1)OCO2)Cc1cc2cc(OC)ccc2[nH]c1=O | -6 | -1 | -11 | -0.48 | -8 | -6 | 3 | -22 | -9
Cc1ccc(NC(=O)C(OC(=O)c2ccccc2Cl)c2ccccc2)cc1Cl (stereo not drawn) | -12 | 27 | -13 | 0.31 | 1 | 7 | -7 | -24 | -21
Cc1cccc(NC(=O)CN(C)S(=O)(=O)c2cnc[nH]2)c1 | -18 | -11 | 1 | -0.15 | 2 | -6 | -4 | -9 | -9
CC(O)CN(C)CC/C=C1/c2ccccc2CSc2ccccc21 (stereo not drawn) | -4 | 8 | -18 | 0.029 | -1 | -3[fluorescence artefact?] | -16 | -4 | -15
Cc1nn(C)c(Cl)c1CN1CCN(CC(C)C)C(CCO)C1 (stereo not drawn) | x | 1 | -1 | -0.47 | x | 6 | -6 | 7 | -23
O=C1c2ccccc2C(Nc2ccccc2)N1c1ccc(Cl)cn1 (stereo not drawn) | -8 | 0 | 0 | 1.6 | -4 | 0 | -1 | -11 | -9
CCN1C(=O)/C(=C\c2ccc(-c3ccc([N+](=O)[O-])cc3OC)o2)SC1=Nc1cccc(C(=O)O)c1 | -4 | 64* | 81* | -0.54 | -8 | 60 | -5 | -12 | -7
Nc1nnc(Cc2ccc(F)cc2)s1 | 1 | 1 | -20 | 0.26 | 11 | 0 | -4 | -10 | -19
Cc1sc(NC(=S)NC(=O)C2CCCCC2)c(C(N)=O)c1C | -16 | -9[fluorescence artefact?] | -28 | 0.38 | -6 | -14[fluorescence artefact?] | -2 | -32 | -8
Cc1nn(Cc2ccc(C(=O)NN)o2)c(C)c1Cl | 4 | 4 | -5 | 1.7 | -5 | -2 | 0 | -4 | -16
O=C(Oc1ccc(Br)cc1)C1CC(=O)N(c2ccc(F)cc2)C1 (stereo not drawn) | -21 | -3[fluorescence artefact?] | -3 | 0.0046 | -5 | -6 | -5 | 17 | -14[20 µM]
CCCN(CCC)CC(=O)N1CC(=O)Nc2ccccc21 | 9 | 2 | -18 | -0.65 | -5 | 0 | -2 | -3 | -33
CCOc1ccc(CC(=O)Nc2c(C(N)=O)oc3ccc(Br)cc23)cc1OCC | -1 | 3 | -5 | x | 4 | 3 | -3 | -8 | -9
Cn1c(SCC(=O)NCc2ccc3c(c2)OCO3)nnc1-c1cc2ccccc2cc1O | 4 | -2 | -1 | 0.081 | -1 | 1 | 2 | -15 | -32
Cc1ccc(C(=O)NCC(=O)OCC(=O)NCC(F)(F)F)cc1 | -5 | 0 | -7 | -0.19 | 1 | 1 | 2 | 0 | -12
COc1ccccc1NC(=O)N1CCCC(c2nc3c(nnn3Cc3ccc(C)cc3)c(=O)[nH]2)C1 (stereo not drawn) | 12 | 4 | -27 | x | -4 | 4 | 10 | -5 | -3
Cc1ccc(CNCC2CCCO2)s1 (stereo not drawn) | -19 | 0[fluorescence artefact?] | -8 | x | 6 | 90* | -5 | 1 | -21[20 µM]
C=CCN(CC=C)CCOc1cccc2ccccc12 | -18 | 7 | -6 | -0.18 | -1 | -8 | -7 | -5 | -11
CC(C)N(CCCNC(=O)c1ccc(N2CCCC2=O)cc1)Cc1ccccc1 | -20 | -2 | 8 | 1 | -2 | -14 | -2 | 3 | -11
